# Assay outcomes deposited in PubChem by several laboratories.
# HTRA1 inhibitor – inhibitors of human serine peptidase HTRA1; recombinant HTRA1, FP-rhodamine activity-based probe, fluorescence polarization; inhibition, % at 5.96 µM; hit rate 0.5% among 340,000; AID 504803; in the data active means inhibition above about 36%;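 further: 0% = enzyme with DMSO and 100% = wells lacking enzyme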
# PRMT1 FP inh – inhibitors of human PRMT1; Q99873; recombinant PRMT1, activity-based probe fluorescence polarization; inhibition, % at 2.79 µM; hit rate 1.3% among 370,000;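 active means inhibition above about 21% made by adding two undisclosed values, limit read from the data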
# Rev-erbA mod – Rev-erb alpha (human) modulation; P20393; Rev-erbα–FITC-DNA binding, fluorescence polarization, 90 min; activity, % at 10 µM; hit rate 0.79% among 370,000; AID 1259318;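 active means activity above about 14%, limit read from the data; passing the limit was not always enough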;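 further: 0% = DMSO wells with 35 nM protein and 100% = DMSO wells with 750 nM protein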
# MBD2 DNA inh – MBD2-methylated oligo binding inhibition; Q9UBB5; hit rate 0.31% among 370,000; inhibition, % at 4.4 µM; AID 686964; TR-FRET, MBD2 binding to methylated oligonucleotide; in the data active means inhibition above about 13%
# ABHD4 inh – inhibitors of mouse ABHD4; purified mABHD4, FP-Rh probe fluorescence polarization; inhibition, % at 8.92 µM; hit rate 0.54% among 370,000;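 active means inhibition exceeding the mean over every tested compound plus 3 SD, cut at about 30% in these data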;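 further: 0% = plate median of compound wells and 100% = S159A mutant with DMSO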
#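 Material: mouse ABHD4 enzyme, wild type; Benchmarks: S159A mutant high control, sample median low control; Buffer or medium: HEPES pH 7.0, NaCl, Pluronic buffer; Signal: fluorescence polarization; Read-out: percent inhibition of probe binding, normalized to plate controls; Timing: pre-incubation 45 min, probe exposure 60 min, at 25 °C; Dosing: 8.92 µM, single dose.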
# PG9 Ab binder – binds the HIV-1 gp120 antibody PG9; AID 624416; hit rate 0.43% among 360,000; TR-FRET gp120-PG9 antibody binding; inhibition, % at 6.7 µM; in the data active means inhibition above about 8.5%
# TCR CD3 inh – inhibitors of human TCR-CD3 interaction. TAMRA-labeled TCR probe fluorescence, biochemical. inhibition, % at 9.4 µM. hit rate 0.37% among 360,000. AID 651800; in the data active means inhibition above about 19%;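 further: recombinant mutant TCR 2C K166C tagged with TAMRA read by polarization; 0% = receptor in buffer alone and 100% = receptor with positive control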
# UHRF1 binding – blocks human UHRF1 binding to methylated DNA. inhibition, % at 4.4 µM. UHRF1 binding to methylated oligo, TR-FRET. Q96T88. hit rate 0.75% among 370,000. AID 687016; in the data active means inhibition above about 21%;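 further: UHRF1 SRA domain binding a hemimethylated CpG hairpin DNA probe; 0% = median of test compound wells and 100% = reference inhibitor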
# Target sequence (Q96T88 whole entry, looked up, the tested form may be a part): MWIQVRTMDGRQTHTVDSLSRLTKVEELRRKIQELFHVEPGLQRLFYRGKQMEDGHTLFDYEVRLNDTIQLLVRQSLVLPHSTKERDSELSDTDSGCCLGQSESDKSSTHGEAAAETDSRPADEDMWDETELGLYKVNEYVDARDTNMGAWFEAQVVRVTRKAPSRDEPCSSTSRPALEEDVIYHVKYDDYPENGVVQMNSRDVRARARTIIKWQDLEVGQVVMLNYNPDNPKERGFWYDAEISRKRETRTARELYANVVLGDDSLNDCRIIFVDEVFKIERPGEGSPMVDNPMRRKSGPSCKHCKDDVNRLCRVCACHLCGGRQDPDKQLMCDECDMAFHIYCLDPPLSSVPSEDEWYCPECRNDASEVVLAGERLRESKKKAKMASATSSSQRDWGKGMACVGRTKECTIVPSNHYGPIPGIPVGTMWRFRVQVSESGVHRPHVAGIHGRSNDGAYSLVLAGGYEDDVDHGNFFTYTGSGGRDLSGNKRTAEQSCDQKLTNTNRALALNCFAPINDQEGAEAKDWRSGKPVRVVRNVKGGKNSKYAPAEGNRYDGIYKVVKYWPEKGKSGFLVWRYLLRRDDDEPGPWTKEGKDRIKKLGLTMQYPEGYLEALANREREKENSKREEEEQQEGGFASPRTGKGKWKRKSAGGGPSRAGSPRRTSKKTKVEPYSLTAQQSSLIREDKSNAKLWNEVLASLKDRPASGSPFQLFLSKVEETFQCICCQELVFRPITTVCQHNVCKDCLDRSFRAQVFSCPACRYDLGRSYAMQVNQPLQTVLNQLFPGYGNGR
# rCAG binder – binds r(CAG) RNA repeats | r(CAG) RNA repeat, TO-PRO-1 dye displacement fluorescence | AID 651821 | hit rate 1.3% among 370,000 | inhibition, % at 3 µM;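 active means inhibition above the plate cutoff, the mean of all test compounds on that plate plus 3 SD, cut at about 35% in these data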;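 further: 0% = DMSO alone and 100% = 100 µM mitoxantrone as full dye displacement; higher means more dye released from RNA so lower well fluorescence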
# LEDGF integ inh – blocks HIV-1 LEDGF/p75-dependent DNA integration | AID 743269 | hit rate 0.64% among 370,000 | inhibition, % at 3.7 µM | TR-FRET IN-LEDGF/p75 DNA integration, Eu/Cy5;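 active means inhibition above the screen-wide mean plus 3 SD, cut at about 13% in these data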;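 further: signal is the Cy5 over europium emission ratio at 671 and 618 nm; 0% = plate median of compound wells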
# Starred values were filed as active, the others as inactive; x = not tested or not shown. These rows are one share of the data; the hit share may differ from the screen's.
# Every second line gives: UHRF1 binding | PG9 Ab binder | HTRA1 inhibitor | rCAG binder | Rev-erbA mod | LEDGF integ inh | TCR CD3 inh | MBD2 DNA inh | ABHD4 inh | PRMT1 FP inh
Cc1cc(NC(=O)c2cn(C3CCCCC3)c(=O)c3c2c2ccccc2n3C)no1
 : 2 | 0.3 | -59 | 12 | -4 | -1 | -7 | 6 | -2 | 3
CN(C(=O)c1cc(COc2ccc(F)cc2Cl)on1)C1CCOC1 (stereo not given)
 : 2 | 2.0 | 0 | 0 | 0 | 0 | -6 | 3 | 0 | 5
CCCNC(=O)CC(NS(=O)(=O)c1ccc(NC(C)=O)cc1)C(C)C (stereo not given)
 : 14 | -0.4 | 8 | -3 | -1 | -5 | -1 | 0 | 2 | 4
C/C(=N/NC(=O)c1nnn(-c2nonc2N)c1CSc1ccc(C)cc1)c1ccncc1
 : -2 | -0.8 | -4 | -1 | -4 | -3 | 3 | 2 | -1 | -2
COc1ccc(S(=O)(=O)N2CCOC23CCN(S(=O)(=O)c2ccc(C)cc2)CC3)cc1
 : 1 | -2.5 | -20 | 4 | -7 | 6 | -1 | 3 | -9 | -2
Clc1cccc(-c2cccc3nccn23)c1
 : 7 | 2.5 | x | 1 | 3 | -2 | -8 | -3 | -1 | 4
Cc1ccc(OCc2nc(-c3cccnc3)no2)cc1C
 : 2 | -0.2 | -11 | -3 | 0 | -1 | -6 | 1 | -6 | 3
CC(=O)c1cccc(NC(=O)CN2C(=O)NC3(CCCCCCC3)C2=O)c1
 : 4 | 0.7 | -10 | 1 | 6 | -5 | -9 | 3 | -1 | 0
COc1cc(CCc2ccc3c(c2)OCO3)oc(=O)c1
 : 0 | -0.9 | -3 | 0 | -1 | -2 | -1 | 3 | 0 | 3
Cc1cccc(CNC(=O)c2sc(=O)n(Cc3ccccc3C)c2C)c1
 : -2 | -0.3 | x | 4 | 10 | -1 | 7 | 5 | -4 | -1
CCOC(=O)N1CCN(S(=O)(=O)N2CCCC(C(=O)NCCc3ccc(OC)c(OC)c3)C2)CC1 (stereo not given)
 : -3 | -1.4 | 4 | -6 | -2 | 1 | 3 | 0 | 2 | -1
Cc1ccc(SCC(=O)OCC(=O)NCc2cccs2)cc1
 : 0 | -0.8 | 4 | -2 | 1 | 2 | -1 | -1 | 2 | 2
Cc1ccc(CN2C3CCCC2CC(NC(=O)c2ccc(F)cc2)C3)cc1 (stereo not given)
 : -5 | -0.1 | 6 | -2 | 2 | 4 | 10 | -4 | -5 | -3
COc1cc(/C=N/Nc2ccccc2[N+](=O)[O-])cc(OC)c1O
 : -6 | -4.4 | 25 | 19 | 6 | -5 | -6 | -8 | 26 | 4
COc1ccc(NC(=O)c2cncc(Br)c2)c(S(=O)(=O)N2CCOCC2)c1
 : -2 | 1.9 | 0 | 1 | 0 | 1 | 4 | 0 | 2 | 0
COc1ccc(C(C)=O)cc1Cn1c(C)c(C(=O)NCc2ccc(C(C)C)cc2)sc1=O
 : 2 | -2.5 | x | 4 | 1 | -3 | 1 | 5 | -12 | 2
O=C(COc1cccc2ccccc12)NNC(=O)[C@@H]1CCCC[C@@H]1C(=O)O
 : -1 | 1.0 | -6 | 3 | 0 | 1 | 6 | -1 | -1 | -1
Cc1ccc(CNC(=O)CNC(=O)c2ccco2)cc1
 : 0 | 0.3 | 7 | 2 | 1 | 2 | 6 | -1 | 1 | 1
Cc1nc(N)sc1C(=O)N/N=C/c1c[nH]c2ccccc12
 : -2 | -5.3 | 2 | 3 | 1 | 0 | 0 | -6 | -1 | 1
Cc1nc(SCCO)c([N+](=O)[O-])[nH]1
 : -2 | -1.8 | 8 | -3 | -2 | -6 | 10 | -3 | 5 | -1
CCN1C(=O)NC2=C(C(=O)c3ccccc32)C1c1ccccc1F (stereo not given)
 : -2 | -1.2 | -12 | 5 | 11 | 3 | 0 | 0 | -2 | 1
O=C(O)CSc1cc(C(=O)c2ccccc2O)cn2c(=O)c3c(-c4ccccc4)csc3nc12
 : 0 | -1.2 | -79 | 53* | -1 | 5 | 0 | 6 | -19 | 0
Cn1cccc1-c1cc(C(=O)N/N=C/c2cccc(O)c2)[nH]n1
 : 6 | -0.9 | -5 | 2 | -2 | -6 | -3 | -1 | 3 | 4
COc1ccc(NC(=O)CSc2n[nH]c(-c3ccccn3)n2)cc1
 : -1 | 0.4 | 6 | 6 | -3 | -2 | -4 | -4 | -19 | 0
CC1=C(C(=O)Nc2cccc(C(=O)NC(C)c3ccccc3)c2)SCCO1 (stereo not given)
 : 0 | -0.1 | -5 | 3 | 1 | 5 | -2 | -7 | -1 | -1
CCOC1=C2[C@@H](CN(S(=O)(=O)c3ccccc3C)[C@H]2c2ccc(Cl)cc2)[C@H]2C(=O)N(c3ccccc3)C(=O)[C@H]2C1
 : -1 | -0.8 | x | 16 | 1 | 37* | -2 | -4 | -4 | -1
Cc1ccc(Cc2nc3ccccc3n2C(CCc2ccccc2)c2nc3ccccc3[nH]2)cc1 (stereo not given)
 : 1 | 1.4 | x | 5 | -1 | 2 | 5 | 1 | -3 | -2
CC1(C)CC(CC(=O)Nc2ccc([N+](=O)[O-])cc2)C(=O)O1 (stereo not given)
 : 0 | -1.1 | 6 | -1 | 0 | 2 | -3 | -2 | 1 | -1
Cc1c(C#N)c2n(c1C)CCCC(=O)N2
 : 0 | -1.1 | -3 | 0 | 4 | 3 | 0 | 0 | 0 | -3
O=C(Cn1cnc2cc([N+](=O)[O-])ccc2c1=O)Nc1ccc(N2CCOCC2)cc1
 : -2 | -0.5 | 7 | 14 | -7 | 5 | 2 | -4 | 0 | -3
O=C(O)c1ccccc1NC(c1ccccc1)c1ccc2cccnc2c1O (stereo not given)
 : -7 | -0.2 | 49* | 12 | 7 | -5 | 3 | -4 | 20 | 13
O=C(CSc1ccccn1)Nc1ccc2c(c1)oc1ccccc12
 : 0 | -2.3 | -39 | 10 | 8 | 2 | 8 | 1 | -21 | 0
CNS(=O)(=O)c1ccc(CNC[C@H]2O[C@@H](n3cnc4c(=O)[nH]c(N)nc43)[C@H](O)[C@@H]2O)cc1
 : -2 | -1.6 | x | 2 | 2 | -2 | 2 | 0 | 2 | -3
O=C(NC1CCCCC1)c1cccc2c(-c3ccc(F)c(F)c3)coc12
 : 0 | 1.1 | x | 4 | 7 | -6 | -7 | 4 | 1 | 4
COc1ccccc1S(=O)(=O)N(C)C[C@H]1Oc2ncc(Br)cc2C(=O)N([C@H](C)CO)C[C@H]1C
 : 0 | -0.5 | 3 | 4 | 0 | -1 | -3 | 6 | 11 | 5
CC(NC(=O)c1cccc(F)c1)C(c1cccs1)N1CCN(C)CC1 (stereo not given)
 : -1 | 1.8 | 3 | -3 | 7 | 1 | -4 | -6 | 4 | 1
CCc1ccccc1NC(=O)c1cc(-c2ccc3c(c2)OCO3)on1
 : -1 | 2.1 | -6 | 4 | 21* | -1 | 7 | -1 | 0 | -2
O=C(CCCn1c(SCC(=O)NCC2CCCO2)nc2ccccc2c1=O)NCC1CCCO1 (stereo not given)
 : -1 | 2.3 | -12 | -10 | -2 | -1 | -1 | -6 | 0 | 0
O=C(c1ccc(=O)[nH]c1)N1CCN(S(=O)(=O)c2cc(C(F)(F)F)ccc2Cl)CC1
 : -3 | 0.8 | 0 | 0 | 8 | 0 | 0 | 3 | 1 | 0
CCOC(=O)c1[nH]ncc1CN1CCN(Cc2ccccc2)C(CCO)C1 (stereo not given)
 : -1 | -0.6 | -3 | -3 | 2 | 1 | 1 | -2 | 4 | -5
CN1C(C)(C)CC(=NO)CC1(C)C
 : -1 | 0.0 | 5 | 0 | -1 | 0 | 7 | -4 | 4 | 5
CCOC(=O)N1CCN(C(=O)C(C)N(c2ccc(Oc3ccccc3)cc2)S(C)(=O)=O)CC1 (stereo not given)
 : 0 | -0.5 | 7 | 3 | -2 | -4 | 8 | -1 | 5 | 0
Cc1cccc(-n2nc3c(c2NC(=O)c2c(F)cccc2F)CS(=O)(=O)C3)c1C
 : 0 | -1.7 | 0 | 1 | -4 | 1 | 0 | -6 | -4 | 0
CC(C)OC(=O)c1ccc(N2CCN(c3ccccc3F)CC2)nc1
 : 3 | 0.8 | -5 | -9 | -5 | -2 | -3 | 0 | -2 | 1
O=C(NC(=S)Nc1nc(-c2ccc(Br)cc2)cs1)c1ccco1
 : 0 | -1.5 | -2 | 7 | 2 | 4 | -2 | 0 | -5 | 0
COC(=O)c1ccc(-n2c(C)cc(C(=O)COC(=O)C3=COCCO3)c2C)cc1
 : -3 | 0.3 | 0 | -1 | 3 | -1 | -3 | -2 | 1 | 0
O=[N+]([O-])c1cc(F)cc(F)c1Nc1cc(F)cc(F)c1
 : -1 | -1.1 | -1 | 2 | 3 | 1 | 3 | -6 | 2 | -5
COc1ccccc1CNC(=O)COC(=O)C1CC1
 : 2 | -1.0 | -5 | 1 | -1 | 1 | 4 | 2 | 2 | -2
O=C(NCC1CCN(C(=O)C(=O)c2cccs2)CC1)c1ccc2ccccc2c1
 : 1 | -1.5 | x | 3 | -1 | -2 | 7 | 3 | 6 | -3
COc1ccc2nc(Cl)c(C=O)c(N3CCOCC3)c2c1
 : 2 | 0.3 | 1 | 3 | 4 | 6 | 7 | -2 | -2 | -1

# Further results
# Every second line gives: UHRF1 binding | PG9 Ab binder | HTRA1 inhibitor | rCAG binder | Rev-erbA mod | LEDGF integ inh | TCR CD3 inh | MBD2 DNA inh | ABHD4 inh | PRMT1 FP inh
Clc1cc(Cl)c(Cl)cc1Cl
 : 1 | -1.6 | 1 | 0 | 0 | -1 | 8 | 2 | -1 | -5
O=C1NC(c2cccc3ccccc23)Nc2ccc(Cl)cc21 (stereo not given)
 : 2 | 0.1 | -20 | 3 | 10 | -6 | 2 | 2 | -1 | 4
Cc1ccc2c(c1)N(CC(=O)NC1CCCc3ccccc31)C(=O)CO2 (stereo not given)
 : 0 | 1.5 | 5 | -3 | -1 | -2 | -5 | 0 | 7 | 1
CC1CC1C(=O)N(C)CC(=O)Nc1ccc(Cl)c(C(F)(F)F)c1 (stereo not given)
 : 0 | -0.1 | 5 | -4 | -1 | 1 | 1 | -2 | -2 | 3
CCCCCCCCCCNC(=O)CCn1[nH]c(=O)c2ccccc2c1=O
 : -1 | -1.0 | -1 | 4 | -1 | 0 | -2 | -3 | 3 | -5
Cc1ccsc1-c1nc(CN2CCCC2c2ccc(F)cc2)c(C)o1 (stereo not given)
 : -1 | 0.3 | -6 | 0 | -4 | 2 | 11 | 4 | 2 | -2
Cc1ccc(S(=O)(=O)NCCNC(=O)c2ccc(C)nc2)cc1
 : -1 | 0.5 | -3 | -4 | -4 | 6 | 4 | -2 | -2 | -5
